p53null 39C kill: p53 null cell cytotoxicity, nonpermissive temperature | H1299 p53-null (neo) cells, 39C, ATPlite viability, 24 h | hit rate 0.97% among 55,000 | Potency, µM (doses to about 46.1 µM), for the others: top-dose activity, negative = cell killing, actives largely listed as cytotoxic | AID 904;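 note: potency is the fitted concentration of half-maximal effect; 0% = DMSO only and -100% = full killing by 100 µM tamoxifen; nearly all actives have a fitted effect of over 50% in size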
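Following overnight plating at 37C (600 cells/well), H1299-neo or H1299-p53A138V cells are dosed up to 46 uM. Incubation lasts 24 hr at 39C before ATP detection.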
TSG101-PTAP inh: inhibitors of HIV-1 PTAP binding to human TSG101, validation | Potency, µM (top dose mostly 115 µM), without a hit: at the top dose activity change, negative = inhibition, most hits filed as inhibitors | Fluorescence polarization, FITC-PTAP peptide/Tsg101, 20 min | 44,000 tested, under 10 active | Q99816; note: potency is the fitted concentration of half-maximal effect; 0% is about no effect
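FITC-labeled PTAP peptide (50 nM final) binding to Tsg101 binding domain (10 uM final) read by fluorescence polarization after 20 min at r.t. in HEPES pH 7.5 buffer. Actives by CRC class, <25 µM.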
FH mod: Identification of activators of human fumarate hydratase by quantitative high-throughput screening. FH coupled MDH/diaphorase resazurin fluorescence, 15 min. Potency, µM (titrated, usually from 79.9 µM), without a hit: at the highest dose activity change, negative = inhibition, hits mostly inhibitors. hit rate 0.22% among 54,000; note: potency is the fitted concentration of half-maximal effect; % is set by controls: 0 for no effect and ±100 for the full control effect; the screen sought activators but most active calls are inhibition curves; nearly all actives have a fitted effect of over 45% in size
p53null 32C tox: selectivity test: cytotoxicity in p53 null cells, permissive temperature | H1299-neo p53 null cells, ATP luminescence, 24 h, 32C | AID 903 | Potency, µM (doses to about 46.1 µM), inactives show at the top dose activity change, negative = cytotoxicity, usual class: cytotoxic | hit rate 0.62% among 55,000;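 note: potency is the fitted concentration of half-maximal effect; 0% = DMSO only and -100% = full killing by 100 µM tamoxifen; nearly all actives have a fitted effect of over 55% in size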
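We seeded p53-null H1299-neo cells, incubated them overnight at 37C, and added compounds across a range up to 46 uM. After 24 hours at 32C, ATP reagent was applied for 20 min at room temperature and luminescence recorded.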
B2AR arrestin ag: beta-arrestin recruitment by human beta2-adrenergic receptor ligands. 44,000 tested, under 10 active. HTLA Tango cells, beta-arrestin recruitment, luciferase luminescence, 18 h. AID 1347077. Potency, µM (doses to about 46.1 µM), for the others: at the highest dose activation, most hits filed as activators. P07550;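 note: potency is the fitted concentration of half-maximal effect; 0% = DMSO and full agonism = EC100 isoproterenol or metaproterenol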
Target sequence (P07550 whole entry, looked up): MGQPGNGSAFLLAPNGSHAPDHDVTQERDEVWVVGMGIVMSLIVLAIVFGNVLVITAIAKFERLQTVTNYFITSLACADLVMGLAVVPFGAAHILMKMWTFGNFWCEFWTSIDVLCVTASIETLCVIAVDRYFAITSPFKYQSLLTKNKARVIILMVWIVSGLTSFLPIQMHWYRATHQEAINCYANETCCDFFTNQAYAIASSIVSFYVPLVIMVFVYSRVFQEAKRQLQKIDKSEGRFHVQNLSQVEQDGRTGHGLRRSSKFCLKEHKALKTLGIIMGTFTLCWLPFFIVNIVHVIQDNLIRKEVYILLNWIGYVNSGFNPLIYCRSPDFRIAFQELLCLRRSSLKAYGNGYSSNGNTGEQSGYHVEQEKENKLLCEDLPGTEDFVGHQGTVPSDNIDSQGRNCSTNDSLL
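Receptor–beta-arrestin recruitment read by tTA-responsive luciferase: compound titrations (up to 46 µM) incubated 18 h with Tango cells, then luminescent substrate 15 min at room temperature. Concentration-response fits classified by r2, efficacy and activity.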
NTMT1 inhibitor: NTMT1 methyltransferase inhibition; Potency, µM (series often up to 114 µM), inactives show at the top dose activity change, negative = inhibition, hits mostly inhibitors; NTMT1 MTase-Glo SAH luminescence, purified enzyme; Q9BV86; hit rate 2.5% among 59,000;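 note: potency is the fitted concentration of half-maximal effect; plate controls were DMSO vehicle for no effect and no enzyme for full effect; nearly all actives have a fitted effect of over 65% in size; many of its hits are not listed in these tables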
Target sequence (Q9BV86 whole entry, looked up): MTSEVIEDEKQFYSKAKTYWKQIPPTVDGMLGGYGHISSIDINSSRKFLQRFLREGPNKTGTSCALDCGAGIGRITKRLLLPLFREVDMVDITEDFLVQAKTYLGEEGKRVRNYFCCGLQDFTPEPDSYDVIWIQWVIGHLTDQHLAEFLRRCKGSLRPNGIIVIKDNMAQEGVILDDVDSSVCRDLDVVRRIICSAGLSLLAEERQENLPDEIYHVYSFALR
GALK inh: GALK (human) enzyme inhibition; Potency, µM (doses to about 57.5 µM), without a hit: top-dose activity, negative = inhibition, usual class: inhibitors; AID 1347072; 44,000 tested, under 10 active; recombinant GALK, Kinase-Glo ATP luminescence, 1 h;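 note: plate controls were full GALK reaction for no effect and reaction lacking GALK for full effect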
Target sequence (P51570 whole entry, looked up): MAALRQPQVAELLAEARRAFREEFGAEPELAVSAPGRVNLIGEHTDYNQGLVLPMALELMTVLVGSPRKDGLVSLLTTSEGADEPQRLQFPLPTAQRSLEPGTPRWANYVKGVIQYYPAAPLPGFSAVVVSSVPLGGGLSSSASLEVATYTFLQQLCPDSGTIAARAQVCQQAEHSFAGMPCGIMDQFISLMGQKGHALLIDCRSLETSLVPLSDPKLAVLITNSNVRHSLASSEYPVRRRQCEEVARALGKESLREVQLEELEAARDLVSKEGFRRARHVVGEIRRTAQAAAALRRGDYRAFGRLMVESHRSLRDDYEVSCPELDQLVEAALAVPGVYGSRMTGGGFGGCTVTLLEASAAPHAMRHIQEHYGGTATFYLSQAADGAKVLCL
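Luminescent ATP-depletion readout (Kinase-Glo Plus) after 1 h room-temperature incubation of human GALK (5 nM) with galactose 100 µM and ATP 35 µM, pH 8.0 HEPES/Mg2+ buffer; compounds tested in qHTS format.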
Active calls of the source: *; ? = inconclusive; · = no result given; [ ] = remark or other dose. Calls come from the whole dose curve; as a rule, active = well fitted curve in the direction sought with a large enough effect; inconclusive = small, poorly fitted or top-dose-only effect, or another doubt; inactive = no such curve, though single readings can be large; an effect the other way counts as inactive or inconclusive.

Every second line gives: p53null 39C kill | TSG101-PTAP inh | FH mod | p53null 32C tox | B2AR arrestin ag | NTMT1 inhibitor | GALK inh
- Cc1ccc(NC(=O)/C(C#N)=C\c2ccc(-c3ccc(Cl)cc3)o2)c(C)c1
→ -19% | 17% | 10% | -1% | ? | 6% | 0%
- CCCCN1CCCc2cc(CN(CCCN3CCOCC3)C(=O)Nc3ccc(OCC)cc3)ccc21
→ 22% | -4% | -21% | -1% | -2% | -18% | -2%
- COc1ccc(CNC(=O)C2CCN(S(=O)(=O)c3ccc(C)cc3)CC2)cc1
→ 19% | -1% | -1% | -6% | 0% | -12% | -16%
- CCc1nn(CC(=O)Nc2cc(C)cc(C)c2)c(=O)c2cc3sccc3n12
→ -1% | 3% | 5% | 15% | 1% | -4% | 0%
- CC(C)Nc1ccc(-c2nc(-c3ccccn3)no2)cc1[N+](=O)[O-]
→ 2% | 1% | 4% | -9% | -2% | ? | 1%
- COc1ccccc1CNC(=O)CSc1ncc(S(=O)(=O)c2ccc(C)c(Cl)c2)c(=O)[nH]1
→ -20% | 0% | -20% | 3% | 1% | ? | 3%
- Cc1ccccc1CSCc1ccc(C(=O)NCCc2ccccc2)o1
→ 1% | -6% | -36% | 2% | -1% | 1% | -2%
- CCOC(=O)C1=C(CN2CCN(c3ccc(C)cc3C)CC2)NC(=O)NC1c1ccc(OC)cc1 (stereo unspecified)
→ -3% | 1% | ? | 1% | 0% | 0% | 0%
- CCCCCn1c(=O)[nH]c2cc(C(=O)N3CCN(c4cccc(OC)c4)CC3)ccc2c1=O
→ -4% | -4% | -4% | -1% | -2% | ? | 4%
- CCN(CC)CCNC(=O)C(=O)NCC(c1ccc2c(c1)OCO2)N1CCOCC1 (stereo unspecified)
→ 14% | -1% | 4% | -7% | 1% | 3% | 1%

Among those listed so far, 4 have nitrogen in an aromatic ring:
Every second line gives: p53null 39C kill | TSG101-PTAP inh | FH mod | p53null 32C tox | B2AR arrestin ag | NTMT1 inhibitor | GALK inh
- CCc1nn(CC(=O)Nc2cc(C)cc(C)c2)c(=O)c2cc3sccc3n12
→ -1% | 3% | 5% | 15% | 1% | -4% | 0%
- CC(C)Nc1ccc(-c2nc(-c3ccccn3)no2)cc1[N+](=O)[O-]
→ 2% | 1% | 4% | -9% | -2% | ? | 1%
- COc1ccccc1CNC(=O)CSc1ncc(S(=O)(=O)c2ccc(C)c(Cl)c2)c(=O)[nH]1
→ -20% | 0% | -20% | 3% | 1% | ? | 3%
- CCCCCn1c(=O)[nH]c2cc(C(=O)N3CCN(c4cccc(OC)c4)CC3)ccc2c1=O
→ -4% | -4% | -4% | -1% | -2% | ? | 4%

Part of the list above, set out differently:
CCc1nn(CC(=O)Nc2cc(C)cc(C)c2)c(=O)c2cc3sccc3n12
  p53null 39C kill = -1%
  TSG101-PTAP inh = 3%
  FH mod = 5%
  p53null 32C tox = 15%
  B2AR arrestin ag = 1%
  NTMT1 inhibitor = -4%
  GALK inh = 0%
CCCCN1CCCc2cc(CN(CCCN3CCOCC3)C(=O)Nc3ccc(OCC)cc3)ccc21
  p53null 39C kill = 22%
  TSG101-PTAP inh = -4%
  FH mod = -21%
  p53null 32C tox = -1%
  B2AR arrestin ag = -2%
  NTMT1 inhibitor = -18%
  GALK inh = -2%
CCN(CC)CCNC(=O)C(=O)NCC(c1ccc2c(c1)OCO2)N1CCOCC1 (stereo unspecified)
  p53null 39C kill = 14%
  TSG101-PTAP inh = -1%
  FH mod = 4%
  p53null 32C tox = -7%
  B2AR arrestin ag = 1%
  NTMT1 inhibitor = 3%
  GALK inh = 1%

Next part.
Every second line gives: p53null 39C kill | TSG101-PTAP inh | FH mod | p53null 32C tox | B2AR arrestin ag | NTMT1 inhibitor | GALK inh
- O=C(NCCc1ccccc1)C(=O)NCC(c1ccc2c(c1)OCO2)N1CCOCC1 (stereo unspecified)
→ 10% | -4% | 5% | 6% | 0% | 5% | 1%
- CCCOc1ccc(OC(=O)c2ccc(-c3ccc(CCC)cn3)cc2)cc1
→ 3% | 1% | -1% | 0% | -1% | 13% | 2%
- Cc1ccccc1CSc1nnc2[nH]c(=O)cc(C)n12
→ 31%[activator] | 1% | -1% | -7% | -3% | 0% | 2%
- O=c1oc2ccc3ccccc3c2cc1-c1nnc(Nc2ccccc2F)s1
→ -3% | -1% | 2% | 4% | 1% | -3% | 0%
- COC(=O)c1c(NC(=O)COc2cc(C)c(Cl)c(C)c2)sc2c1CCCC2
→ -4% | 1% | -10% | -2% | 0% | 4% | 1%
- Cc1ccc(-c2nnc3c4ccccc4c(-c4ccccc4)nn23)cc1
→ -23% | -4% | 3% | -2% | 0% | -2% | 2%
- COc1ccc(C)cc1NC(=O)c1noc2c1CSc1ccccc1-2
→ 8% | 0% | 8% | -4% | -3% | 9% | 3%
- CC(C)CCNc1ncnc2c1cnn2-c1cccc(Cl)c1
→ 17% | -4% | -5% | -7% | -1% | ? | 1%
- CCN1CCN(c2cc(C)c3cc(NC(=O)/C=C/c4cccc(OC)c4OC)ccc3n2)CC1
→ ? | -3% | 4% | -17% | ? | -19% | -5%
- CCOc1cc(C2c3c(oc4ccc(F)cc4c3=O)C(=O)N2Cc2ccco2)ccc1O (stereo unspecified)
→ -26% | -1% | 2% | -3% | 1% | 7% | 1%
- CCn1c(=O)c2sccc2n2c(CCC(=O)N3CCN(c4ccccc4OC)CC3)nnc12
→ -13% | -3% | 6% | 13% | 0% | -4% | 0%
- COc1ccc(NC(=O)c2ccc3c(c2)sc2nc(-c4ccc(OC)cc4)cn23)cc1
→ -17% | 2% | -7% | 2% | 6% | 2% | 2%
- CNC(=O)c1cccc(-n2c(C)nc3cccnc32)c1C
→ 14% | 0% | 1% | -2% | 2% | 14% | -4%
- Cc1ccc(N(C)C(=O)c2noc3c2CCCCC3)cc1C
→ -4% | -9% | 0% | 3% | 0% | -11% | 0%
- CC(=O)Nc1ccc(NC(=O)c2nc(SCc3ccccc3C)ncc2Cl)cc1
→ -6% | 1% | -2% | -10% | -1% | -6% | 2%
- Cc1ccc(-n2c(=O)c3ccccc3n(CC(=O)Nc3cccc(C(F)(F)F)c3)c2=O)cc1
→ 8% | -8% | -13% | 18% | 4% | -1% | -1%
- COCC(C)NC(=O)C1=CC(c2ccc3c(c2)OCO3)=NS(=O)(=O)N1C (stereo unspecified)
→ 16% | -9% | 3% | 0% | -3% | 2% | 0%
- COc1ccc(CN(C(=O)COc2ccccc2OC)C2CCS(=O)(=O)C2)cc1 (stereo unspecified)
→ -2% | -2% | -4% | 9% | -1% | -5% | 0%
- CCOc1ccc(N(CC)C(=O)c2nn(-c3ccc(OC)cc3)c(=O)c3c2c2ccccc2n3C)cc1
→ 12% | -3% | 7% | 1% | 1% | 3% | 0%
- COc1ccc(OCc2ccc(-c3nc(C#N)c(N4CCCCC4)o3)o2)cc1
→ 7% | 5% | -17% | -6% | -3% | 2% | 1%

Two neighbouring entries from above, quoted:
Every second line gives: p53null 39C kill | TSG101-PTAP inh | FH mod | p53null 32C tox | B2AR arrestin ag | NTMT1 inhibitor | GALK inh
- CCOc1ccc(N(CC)C(=O)c2nn(-c3ccc(OC)cc3)c(=O)c3c2c2ccccc2n3C)cc1
→ 12% | -3% | 7% | 1% | 1% | 3% | 0%
- COc1ccc(OCc2ccc(-c3nc(C#N)c(N4CCCCC4)o3)o2)cc1
→ 7% | 5% | -17% | -6% | -3% | 2% | 1%

(cont.)
Every second line gives: p53null 39C kill | TSG101-PTAP inh | FH mod | p53null 32C tox | B2AR arrestin ag | NTMT1 inhibitor | GALK inh
- COc1ccc(NC(=O)C(NS(=O)(=O)c2cccc3nsnc23)C(C)C)cc1OC (stereo unspecified)
→ -2% | -6% | 0% | 2% | -2% | 2% | 1%
- CSc1ncc(Cl)c(C(=O)Nc2ccc(S(=O)(=O)Nc3nccc(C)n3)cc2)n1
→ ? | -2% | 14% | ? | -1% | 1% | -3%
- O=C(CSc1nc2c(c(=O)[nH]1)CCCC2)Nc1ccc(Br)cc1
→ 2% | -2% | -6% | 3% | 1% | 5% | 2%
- Cc1ccc(Cn2c(=O)n(Cc3ccco3)c(=O)c3sc4ccccc4c32)cc1
→ 6% | -5% | -1% | 7% | 0% | 7% | -2%
- Cc1cc(NC(=O)Nc2nc3c(s2)CCCCCC3)ccc1Br
→ 20% | 0% | -3% | 6% | -1% | 0% | 2%
- O=C(CSc1nc(-c2cccs2)nc2cc(=O)[nH]n12)Nc1ccccc1Cl
→ 20% | -7% | · | 4% | 0% | · | -2%
- Cc1ccc(NCc2cccn2-c2nnc(N3CCCCCC3)s2)cc1
→ 4% | -1% | -23% | 6% | 0% | 1% | -2%
- COCCCNC(=O)C(=O)NCC(c1ccc2c(c1)OCO2)N1CCOCC1 (stereo unspecified)
→ 3% | -5% | 4% | -9% | -1% | 12% | 0%
- CCOC(=O)c1cccc(-n2nnc3c(sc4nc(C)c(Br)c(C)c43)c2=O)c1
→ -2% | 0% | -2% | -3% | -2% | -14% | 7%
- COC(=O)c1ccc(CSc2nc3c([nH]c4ccccc43)c(=O)n2-c2ccc(Cl)cc2)o1
→ -7% | -2% | -30% | -9% | 7% | 12% | 3%
- COc1ccc(N(C)S(=O)(=O)c2ccc3c(c2)CCN3C(=O)CCC(=O)O)cc1
→ -12% | -2% | -7% | -1% | 0% | 4% | 0%
- Oc1ccccc1Nc1nc2ccccc2n2nnnc12
→ 5% | -10% | -11% | -6% | -3% | -4% | -3%
- O=S(=O)(Nc1cccc(Cl)c1)c1ccc2[nH]c3c(c2c1)CCCCCC3
→ ? | -3% | ? | 10µM* | -1% | -5% | -4%
- CCOc1ccc(NC(=O)c2cc(=O)c3cc(CC)ccc3o2)cc1
→ -13% | 0% | -8% | 3% | 0% | 6% | 0%
- Cc1cc(C)c(Cn2c3ccccc3c3cnn(CC(=O)NC4CCCCCC4)c(=O)c32)c(C)c1
→ -22% | 0% | -3% | -10% | -4% | -1% | 7%
- COC(=O)c1cc(NC(=O)CCc2c(C)nc3cc(-c4ccccc4)nn3c2C)cc(C(=O)OC)c1
→ 5% | -1% | 1% | -4% | -2% | -1% | 8%
- Cc1ccc(C)c(NS(=O)(=O)c2cc3c(cc2C)n(C)c(=O)c(=O)n3C)c1
→ -4% | -5% | -11% | -13% | -1% | -10% | 0%
- Cc1cccc(N(CC(N)=O)C2SC(=O)N(Cc3cccc(C(=O)O)c3)C2=O)c1 (stereo unspecified)
→ 2% | -9% | 5% | 2% | 1% | -2% | 0%
- CCOC(=O)c1c(S(=O)(=O)N2CCC(C(=O)N3CCN(c4ccc(F)cc4)CC3)CC2)c(C)n(C)c1C
→ 0% | 4% | -8% | 0% | -2% | 2% | 0%
- Cc1ccc(-c2nc(SCC(=O)Nc3cc(C)on3)c3c(=O)n(C)c(=O)n(C)c3n2)cc1
→ 1% | -3% | -7% | 3% | 1% | 10% | 1%
- O=c1c2sc3ccccc3c2n(Cc2cccc(F)c2)c(=O)n1Cc1ccccc1
→ 5% | -7% | -3% | 4% | -2% | -4% | -3%
- COc1cccc(-c2nnc(SCC(=O)N3CCC(C)CC3)o2)c1
→ -11% | -2% | -7% | -7% | 1% | 1% | -10%

A portion of the library. The share of hits here may be higher or lower than overall.
